# ARNT TACC3 PPI: disruptors of human ARNT/TACC3 interaction; Q9Y6A5; AlphaScreen His-ARNT PAS-B/GST-TACC3 binding, luminescence; TACC3 fragment carries E629A point mutation; inhibition, % at 9.99 µM; actives 0.66% (n = 390,000);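 active = mean inhibition of replicates at least 50% and at least half of replicates each reaching 50%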;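 also: 0% = complete ARNT plus TACC3 wells and 100% = ARNT alone without TACC3; many hits fall short of the cut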
# ERp5 block: inhibitors of human ERp5 | actives 0.05% (n = 350,000) | inhibition, % at 9.99 µM | Q15084 | ERp5 insulin aggregation, absorbance 650 nm, 90 min;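 active = mean replicate inhibition above about 25%, with every replicate also reaching it, limit read from the data, passing the limit was not always enough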
# Target sequence (Q15084 whole entry, looked up): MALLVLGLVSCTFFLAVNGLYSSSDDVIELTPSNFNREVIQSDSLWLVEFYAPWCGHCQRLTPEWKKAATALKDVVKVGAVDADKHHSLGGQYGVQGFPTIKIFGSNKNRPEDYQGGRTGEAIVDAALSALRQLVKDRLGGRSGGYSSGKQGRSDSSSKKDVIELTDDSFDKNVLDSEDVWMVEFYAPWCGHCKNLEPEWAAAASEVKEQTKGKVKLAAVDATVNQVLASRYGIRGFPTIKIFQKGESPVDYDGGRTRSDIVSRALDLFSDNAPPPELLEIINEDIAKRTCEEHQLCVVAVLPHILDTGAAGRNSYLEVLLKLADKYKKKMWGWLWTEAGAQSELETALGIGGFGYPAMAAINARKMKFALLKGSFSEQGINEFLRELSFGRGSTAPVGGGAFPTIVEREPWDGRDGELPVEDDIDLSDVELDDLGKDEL
# INS-1E GSIS act: primary screen for activators of insulin secretion dependent on glucose, INS-1E cells, GLuc reporter luminescence; actives 0.61% (n = 370,000); activation, % at 16.6 µM; INS-1E GLuc reporter insulin secretion, 2-3 h;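 active = lowest replicate activation of at least 40%, so every replicate reaches that level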;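 also: 0% = median of neutral control wells and 100% = median of IBMX positive control wells; some compounds called inactive have numbers as strong as hits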
# * marks the source's active call; other numbers are inactive results; & = joins results of further samples.
SMILES,ARNT TACC3 PPI,ERp5 block,INS-1E GSIS act
CN1CCCC(OC(=O)c2cc(Br)ccc2Cl)C1 (stereo not drawn),2,3,-1
Cn1c(/C(C#N)=C(\O)c2ccc(S(=O)(=O)N3CCCCC3)cc2)nc2ccccc21,8,4,30
CCCOc1ccc(C(O)C(CN2CCOCC2)c2ccccc2)cc1 (stereo not drawn),33,1,-4
COc1cccc(NS(=O)(=O)c2ccc(NC(C)=O)cc2)c1,4,0,-2
Cc1ccc(-c2nnc(-c3ccc(NC(=O)Cc4cccs4)cc3)o2)cc1,4,3,8
CC(C(=O)NCc1cccs1)N1C(=O)c2ccccc2C1=O (stereo not drawn),-5,2,17
Cc1ccc(Cl)cc1N1CCN(CC(=O)Nc2ccc(CN3CCCCC3)cc2)CC1,5,2,-22
Cc1occc1C(=O)NNC(=S)Nc1cccc([N+](=O)[O-])c1,15,1,-4
CCOC(=O)CSc1nnc(-c2ccc(S(=O)(=O)NCc3cccs3)cc2)o1,6,0,-12
Cc1sc2ncnc(SCC(=O)NC(=O)NCc3ccco3)c2c1C,-2,1,-12&-14
CCCS(=O)(=O)N1CCCC(C(=O)NCCCN2CCN(c3ccccc3F)CC2)C1 (stereo not drawn),-3,-1,-4
O=C(NC1CCCCC1)C(c1ccco1)N(Cc1ccco1)C(=O)c1ccco1 (stereo not drawn),2,1,16
CCOC(=O)c1ccccc1NS(=O)(=O)c1ccc(OC)cc1,-7,0,-8
CCOC(=O)c1c(C)nc2c(c1-c1cc(OC)ccc1OC)C(=O)c1ccccc1-2,-3,1,14
CCCc1cc(=O)[nH]c(/N=C(\N)Nc2ccccc2)n1,-3,4,10
O=P(Cc1cc[n+]([O-])cc1)(c1ccccc1)c1ccccc1,1,0,32
COc1cc(C(=O)COC(=O)Cc2cnc3sccn23)cc(OC)c1OC,12,-7,11
Cc1c(C(=O)N2CCN(c3ccccn3)CC2)oc2ccccc12,-1,1,-3
CCCOC(=O)CN1C(=O)c2ccc(C(=O)OCCC)cc2C1=O,1,3,4
COC(=O)Cc1nnc(NC(=O)C(C)C)s1,-3,-1,13
CCc1ccccc1N(CC(=O)Nc1cccc(N(C)S(C)(=O)=O)c1)S(C)(=O)=O,3,-3,-2
O=C(NCC(c1ccco1)N1CCCC1)c1ccccc1F (stereo not drawn),-6,3,7
CC(=O)Nc1cccc(C(=O)Nc2ccccc2N2CCOCC2)c1,4,4,15
CCC1Nc2ccccc2-c2nnc(SC)nc2O1 (stereo not drawn),25,2,2
Cc1ccc2nc(-c3ccccc3)cc(C(=O)N3CCc4ccccc4C3)c2c1,7,1,-35

# Part of the list above, tab-delimited:
structure	ARNT TACC3 PPI	ERp5 block	INS-1E GSIS act
Cc1occc1C(=O)NNC(=S)Nc1cccc([N+](=O)[O-])c1	15	1	-4
CCc1ccccc1N(CC(=O)Nc1cccc(N(C)S(C)(=O)=O)c1)S(C)(=O)=O	3	-3	-2
O=C(NCC(c1ccco1)N1CCCC1)c1ccccc1F (stereo not drawn)	-6	3	7
CCOC(=O)c1c(C)nc2c(c1-c1cc(OC)ccc1OC)C(=O)c1ccccc1-2	-3	1	14
CCOC(=O)c1ccccc1NS(=O)(=O)c1ccc(OC)cc1	-7	0	-8

# 2 records drawn at random from those above:
SMILES,ARNT TACC3 PPI,ERp5 block,INS-1E GSIS act
CCCS(=O)(=O)N1CCCC(C(=O)NCCCN2CCN(c3ccccc3F)CC2)C1 (stereo not drawn),-3,-1,-4
CCCc1cc(=O)[nH]c(/N=C(\N)Nc2ccccc2)n1,-3,4,10

# (next part)
SMILES,ARNT TACC3 PPI,ERp5 block,INS-1E GSIS act
CC(=O)Nc1ccc(C(=O)Nc2ccc3c(c2)OCO3)cc1,-3,5,5
CC(Oc1ccc(F)cc1F)C(=O)/C=C/N(C)C (stereo not drawn),-9,-1,-26
COc1ccc(CC(=O)NCC2(c3ccc(OC)c(OC)c3)CCOCC2)cc1,-27,9,-3
CCCCOc1ccc(C(CC(=O)NC)C(=O)O)cc1 (stereo not drawn),-4,-3,2
O=C(OCc1ccccc1)Oc1cncc(C(=O)O)c1,24,2,11
CCOC(=O)/C=C/C(=O)OCC(=O)Nc1ccc(Cl)cn1,15,-7,19
N#C/C(=C/c1ccc(OCc2ccc(C(=O)O)cc2)cc1)C(=O)Nc1ccccc1,2,0,31
O=C(CN(C1CCCCC1)S(=O)(=O)c1ccccc1)N1CCCC1,3,2,1
COCCCn1c(SCC(=O)Nc2sc3c(c2C#N)CCCC3)nnc1-c1ccncc1,10,-1,3
ON=Cc1cccn1-c1ccccc1,6,4,-4
O=S(=O)(Nn1cnnc1)c1ccccc1,1,-2,3
O=C(CSCC(=O)Nc1nccs1)Nc1ccccc1,1,5,-5
CCS(=O)(=O)N1CCC(C(=O)NCc2ccc(F)cc2Cl)CC1,-2,2,2
COc1ccc(NC(=O)CN2CCN(CC(=O)Nc3ccccc3Cl)CC2)c(OC)c1,1,3,0
CC(C)c1ccc(N(C(=O)C(F)(F)F)C(C(=O)NC2CCCCC2)c2ccncc2)cc1 (stereo not drawn),-5,3,22
CCOCc1nc(C)c(Cl)c(NS(=O)(=O)c2ccc(N)cc2)n1,2,6,33
CC(C)C[C@H](NC(=O)N1CCN(c2ccccc2)CC1)C(=O)O,-2,-1,23
CCOc1ccccc1N1CCN(C(=O)c2cc3cc(OC)ccc3[nH]2)CC1,7,4,-10
Clc1cccc(CSc2ncn(-c3ccccc3)n2)c1,11,1,4
Clc1ccc(Cn2cc(Br)cn2)cc1Cl,4,0,-12
COc1ccc(-c2nn3c(=O)c(C)nnc3s2)cc1,-14,-4,24
Cc1ccc(CCNC(=O)CN2C(=O)COc3ccccc32)cc1,-1,3,1
Cc1cc2c(c(=O)n1CCN(C)C)C(c1ccc(Cl)cc1)C(C#N)=C(N)O2 (stereo not drawn),1,5,-8
COc1ccccc1NC(=O)N1CCN(c2cccc(C(F)(F)F)c2)CC1,-1,2,-38
COc1ccc2c(c1)c(=O)oc1c(C)c(OCc3ccc(C(=O)O)cc3)ccc12,-4,2,-7

# Full records from above. Values in the order: ARNT TACC3 PPI | ERp5 block | INS-1E GSIS act
# CC(Oc1ccc(F)cc1F)C(=O)/C=C/N(C)C (stereo not drawn) is listed as -9 | -1 | -26
# Clc1cccc(CSc2ncn(-c3ccccc3)n2)c1 is listed as 11 | 1 | 4
# O=C(OCc1ccccc1)Oc1cncc(C(=O)O)c1 is listed as 24 | 2 | 11
# COCCCn1c(SCC(=O)Nc2sc3c(c2C#N)CCCC3)nnc1-c1ccncc1 is listed as 10 | -1 | 3
# COc1ccc2c(c1)c(=O)oc1c(C)c(OCc3ccc(C(=O)O)cc3)ccc12 is listed as -4 | 2 | -7

# Quoted from the listing, 2 compounds:
SMILES,ARNT TACC3 PPI,ERp5 block,INS-1E GSIS act
COc1ccccc1NC(=O)N1CCN(c2cccc(C(F)(F)F)c2)CC1,-1,2,-38
COc1ccc2c(c1)c(=O)oc1c(C)c(OCc3ccc(C(=O)O)cc3)ccc12,-4,2,-7

# (list continues)
SMILES,ARNT TACC3 PPI,ERp5 block,INS-1E GSIS act
O=C(c1cccc(OC(F)F)c1)N1CCN(c2ncccn2)CC1,-4,-4,26
Cc1ccc(C)c(S(=O)(=O)NCc2cccnc2)c1,4,5,12
O=C(O)CCC(=O)Nc1nc(-c2ccccc2)cs1,2,-1,1
Clc1ccc2c(c1)c1ccccc1n2CN1CCOCC1,3,4,-7
Cc1c(Cl)cccc1NC(=O)CCN1CCCC(C)C1 (stereo not drawn),1,4,3
COC(=O)C1=C(C)NC2=C(C(=O)CCC2)C1c1cccc(C)n1 (stereo not drawn),-5,5,7
CCc1nc2c(nnn2Cc2ccc(F)cc2)c(=O)[nH]1,1,-4,60*
O=C(Cc1c(F)cccc1Cl)N1CCN(C(=O)c2ccco2)CC1,2,4,29
O=C(c1ccccc1)c1nn(-c2ccccc2)c2nnc(Cc3ccccc3)c(=O)n12,0,2,4
O=C(NC1CCCC1)C(c1ccsc1)N(C(=O)Cc1cccs1)c1cccc(F)c1 (stereo not drawn),2,-10,19
COc1cc(OC)cc(-c2nnc(SCC(=O)N(C(C)C)C(C)C)o2)c1,0,0,12
CCOC(=O)C1CCCN(S(=O)(=O)Cc2ccccc2)C1 (stereo not drawn),-2,2,1
CC1CCN(C(=O)CNS(=O)(=O)c2ccc(Br)s2)CC1,-1,3,18
CCC1(C)Cc2c(sc3nc(SC)n(Cc4ccccc4)c(=O)c23)CO1 (stereo not drawn),-4,-5,-2
COc1cc2nc(COc3ccc(C#N)cc3)n(CC#N)c(=O)c2cc1OC,1,1,5
CCOC(=O)N1CCN(c2ccc(C(=O)c3ccccc3)cc2F)CC1,-2,1,-3
Cc1ccc(OCC(=O)N2CCN(C(=O)Cc3ccccc3)CC2)cc1,3,3,-6
N#CCSc1nnc(-c2ccccc2O)n1Cc1ccccc1,-1,7,26
Cc1ccc(Nc2nc(Cl)nc(N(C)C#N)n2)cc1,3,0,3
CSCCC1NC2(C(=O)Nc3c2ccc(Cl)c3C)[C@@H]2C(=O)N(C3CCCC3)C(=O)[C@H]12 (stereo partly drawn),1,1,-26
CC(C)(C)C(=O)N1CCN(c2ccc([N+](=O)[O-])c(NCC3CCCO3)c2)CC1 (stereo not drawn),3,0,3
CCn1cc(C(=O)O)c(=O)c2cc(OC)ccc21,5,-10,12
COc1cccc(C2C(C(C)=O)=C(C)Nc3ncnn32)c1 (stereo not drawn),0,3,-4
Cc1ccc(CSc2nnc(Nc3ccc(C)cc3)s2)cc1,-4,0,-8
CCOC(=O)CN(C(=O)CSc1nnc(-c2ccc(OC)c(OC)c2)o1)c1ccccc1,6,0,35
# Next section.
SMILES,ARNT TACC3 PPI,ERp5 block,INS-1E GSIS act
Cc1nc(SCC(=O)N(C)C2CCCCC2)[nH]c(=O)c1Cc1ccccc1,0,1,-26
O=[N+]([O-])c1cccc(S(=O)(=O)N2CCC(c3nc(-c4ccncc4)no3)CC2)c1,-22,-1,9
O=C(O)C(=O)/C(=C\c1ccccc1)c1ccc2ccccc2n1,-3,4,30
CC(=O)NCCOc1cccc2cccnc12,-21,3,-1
CC1=C(C(=O)OCC(C)C)C(c2ccc(F)cc2)NC(=O)N1 (stereo not drawn),-5,-2,-16
Cc1ccccc1CN1CCN(S(C)(=O)=O)CC1,-3,0,4
O=C(COC(=O)C1CCN(S(=O)(=O)c2cccs2)CC1)c1ccc2c(c1)OCCO2,12,-1,-5
Cn1nnc2cc(NC(=O)N3CCN(c4ccccn4)CC3)ccc21,-6,1,-13
Cc1cc(=O)[nH]c(SCC(=O)Nc2ccc(Cl)cn2)n1,-1,-3,14
C=CCNc1nc2c(c(=O)[nH]c(=O)n2C)n1CCCCC,-5,-1,14
COc1ccc(C2=Nn3c(nnc3-c3ccccc3)SC2)cc1OC,-3,0,11
C/C(=N/Oc1nc(C)cc(C)n1)c1ccc(Cl)cc1Cl,-3,-12,12
CC1CC2(C)Oc3ccccc3C3OCC1(CO)C(C)C32 (stereo not drawn),1,-4,2
CCOC(=O)c1ccc(NC(=O)CSc2nnc(CNC(=O)c3ccccc3F)o2)cc1,2,2,-6
CCN(CC)c1ccc(C2NC(=O)NC(C)=C2C(=O)Nc2ccccc2)cc1 (stereo not drawn),5,0,-4
CC(=O)c1cccc(-n2c(CCC(=O)O)ccc2-c2cccs2)c1,4,9,-24
COC(=O)c1cccnc1NC(=S)NNC(=O)c1ccncc1,2,3,3
CCOC(=O)c1c(NC(=O)CSc2n[nH]c(CNc3ccccc3)n2)sc(C)c1C,-6,0,-11
CCOC(=O)N1CCN(C(=O)CN(c2ccc(OC)cc2)S(C)(=O)=O)CC1,-7,-6,-7
COC(CNC(=O)c1ccc2c(c1)nc(C)n2-c1cccc(F)c1)OC,-2,2,1
COCCCNC(=O)Cc1ccccc1OC,-4,2,2
COc1ccccc1N(CC(=O)Nc1ccccc1C(=O)NCC(C)C)S(C)(=O)=O,-2,4,13
COc1ccc(CCNC(=O)Cn2nnc(-c3cccc(OC)c3OC)n2)cc1OC,1,4,6
Cc1ccc(C(C)C)c(OCC(=O)OCc2c(C)noc2C)c1,-3,-4,3
O=C(CSc1ncccn1)N1CCN(C(c2ccccc2)c2ccccc2)CC1,-1,-3,-4

# Screening results: PubChem, Broad Institute

# This is a subset; the hit share may differ from the screen's.
